Screening data from PubChem.
Lipid droplet = modulators of hepatic lipid droplet formation. AML12 mouse hepatocytes, oleate lipid droplets, BODIPY imaging. inhibition, % at 6.5 µM. hit rate 0.4% among 240,000. AID 1656;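 active means lipid droplet intensity inhibited by at least 50%, with more than 500 cells counted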
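Assay system: AML12 mouse liver cells | Compound: 6.5 µM single-point dosing | Schedule: Overnight exposure | Technique: Fluorescence imaging, 20x objective, two fields per well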
Autophagy HCS = autophagy modulation, high-content screen; calls only at 10 µM (by protocol); MEF GFP-LC3 puncta imaging; test concentration mostly 10 µM; AID 463193; hit rate 0.98% among 190,000;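 active means percentage of spot-positive cells more than 3 SD above its plate mean, without a fluorescence outlier flag or 80% toxicity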;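 further: spot-positive cell cutoff set from DMSO-treated cells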
Insulin prom up = MIN6 insulin promoter up-regulation; MIN6 insulin promoter-GFP reporter, high-content imaging; active compounds read high; hit rate 0.3% among 190,000; z-score at 5 µM; AID 1625;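 active means z-score above 3 at 5 µM with at least 500 cells counted in the well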
human PMI inhibition = MPI enzyme activity inhibition – biochemical, fluorescence intensity, coupled assay, primary screen (AID 1209). hit rate 0.42% among 190,000. purified PMI enzyme, coupled fluorescence intensity; higher % means a stronger effect. inhibition, % at 20 µM, or IC50 in µM where a hit was titrated;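 further: plate controls were DMSO vehicle for no effect and wells lacking substrate for full effect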
human PMI inhibitors = MPI inhibition at elevated mannose 6-phosphate – biochemical, fluorescence intensity, high mannose 6-phosphate, primary screen (AID 1220); recombinant PMI enzyme, coupled fluorescence intensity; higher % means a stronger effect; inhibition, % at 20 µM; hits with a dose series show IC50 in µM; hit rate 0.66% among 190,000
TNAP activation fold = stimulation of alkaline phosphatase TNAP activity – biochemical, luminescent, no phosphate acceptor, uHTS, primary screen (AID 1001); purified TNAP, luminescent activation assay, no phosphate acceptor; higher activation fold means a stronger effect; hit rate 0.03% among 200,000; one-dose activation fold at 20 µM; EC50 in µM for titrated hits; in the data active means activation fold from about 3, or a potency from the dose series; inactive means the rest, 99 in 100 with activation fold below about 1.6; further: many of its hits are not listed in these tables
MT stabilize HCS = microtubule stabilizers in HeLa cells. AID 2205. hit rate 0.83% among 200,000. HeLa tubulin immunostaining HCS, 24 h; share of cells brighter than vehicle mean+2SD. % tubulin-high responders, % at 10 µM;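 active means plate Z-score above 3 for both tubulin-high and condensed-nucleus cell shares, with cell loss under 80%, at 10 µM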;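 further: anti alpha tubulin signal scored within the nucleus-defined area of each cell; some results filed as inactive read as strong as hits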
bCat nuc transl = alters nuclear translocation of beta-catenin in HeLa cells; nuclear translocation activity, % at 5 µM; immunofluorescence imaging; hit rate 0.3% among 190,000;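 active means nuclear translocation activity above 50% at 5 µM, with a well cell count of 50 or more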;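 further: per-cell ratio of nuclear to cytoplasmic median beta-catenin stain intensity; plate controls were DMSO negative control for no effect and GSK-3 inhibitor IX positive control for full effect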
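Test system: human HeLa cell line; Doses: 5 µM primary, 0.02–20 µM confirmation; Incubation: 24 h compound exposure, 37°C; Detection: beta-catenin immunofluorescence imaging with DAPI; Read-out: beta-catenin nuclear/cytoplasmic ratio, % activation.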
T cell HTS = T cell immune modulation candidate. calls only at 7 µM. AID 2052. hit rate 0.068% among 330,000. 2C CD8+ T cell-vesicle binding, flow cytometry; active compounds read low;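 active means response, share of CD8 T cells binding vesicles, and their 90th percentile fluorescence all below set limits, cut at about 80% in these data, passing the limit was not always enough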
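Incubation: binding step 1.5 h, 37 °C, antibody labelling 20 min, ice; system: murine 2C transgenic CD8+ T lymphocytes; technique: cytometric PE anti-B7-1 and Alexa647 anti-CD8 signals after 1% paraformaldehyde fixation; also added: QL9-charged Drosophila Ld/ICAM-1/B7-1 vesicles; control set: naked versus QL9-loaded vesicles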
Insulin prom up cell count = recorded beside Insulin prom up, whose call it bears; cell count; measured here: cytotoxicity, nuclei count;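 total cells summed across four imaged fields per well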
Lipid droplet cells 6.5 µM = further read-out of Lipid droplet, marked with its call; cell count; measured here: cell count, cytotoxicity flag;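 cells counted across two imaged fields per well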
bCat nuc transl cell count 5 µM = further read-out of bCat nuc transl, marked with its call; cell count; measured here: cell count, cytotoxicity flag
T cell HTS vesicle-bound % = recorded beside T cell HTS, whose call it bears; double positive events, %; measured here: CD8+ vesicle-bound cell fraction;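 binding gate set so that unloaded-vesicle control wells show 10% double positive cells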
MT stabilize HCS Hoechst-high % = also measured in MT stabilize HCS; calls as there; % Hoechst-high responders; measured here: nuclear condensation Hoechst responders;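 share of cells brighter than vehicle mean plus two SD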
MT stabilize HCS cytotoxicity % = second read-out of MT stabilize HCS, no call of its own (marks repeat the call); toxicity, %; measured here: cytotoxicity by cell density;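 0% = mean cell density of plate MIN control wells and 100% = no cells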
Autophagy HCS cell loss 18 h = second read-out of Autophagy HCS, no call of its own (marks repeat the call); toxicity, %; measured here: cell loss, nuclei count;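 cell loss after 18 h compound exposure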
The depositor's hits bear a star; i = inactive; x = not tested or not shown. Unless noted, no stated cut-off is given here; in the data, active means inhibition above about 50%; inactive means the rest.

Molecule	Lipid droplet	Lipid droplet cells 6.5 µM	Autophagy HCS	Autophagy HCS cell loss 18 h	Insulin prom up	Insulin prom up cell count	human PMI inhibition	human PMI inhibitors	TNAP activation fold	MT stabilize HCS	MT stabilize HCS Hoechst-high %	MT stabilize HCS cytotoxicity %	bCat nuc transl	bCat nuc transl cell count 5 µM	T cell HTS	T cell HTS vesicle-bound %
CCOC(=O)/C(=N\Nc1cc(Cl)ccc1Cl)N1CCN(C)CC1	23	671	i	-1	-0.08	1370	0%	0%	1	2.0	2.4	11	-1.2	1046	i	38
Fc1ccccc1N1CCN(c2nnnn2-c2ccccc2)CC1	13	683	i	14	-0.37	1160	4%	-3%	1.2	4.3	2.5	9.0	-1.6	1065	i	11
NC(=S)N/N=C1\CC(n2nnnc2-c2ccccc2)C2COC1O2 (stereo not given)	0	666	x	x	-0.43	1115	x	x	x	x	x	x	-0.8	1329	i	47
CC1CCN(c2ccc(C(=O)O)cc2N)CC1	x	x	i	-2	0.49	1282	0%	20%	1	4.4	2.5	7.5	-1.6	1135	i	54
C=CCNC(=S)NC(=O)c1oc2ccccc2c1C	2	714	i	5	0.93	1378	3%	2%	1	3.7	1.1	10.0	0.1	1437	i	41
CCOC(=O)/C=C1\SCC(=O)N1CC(=O)NC1CCCCC1	x	x	i	1	-0.11	981	-6%	5%	1	1.4	1.4	6.5	-0.1	1170	i	4
CC(=O)c1ccc(N2CCN(C(=S)Nc3ccccc3F)CC2)cc1	-4	643	i	15	0.68	1507	21%	13%	1	5.6	1.5	13	-0.5	1010	i	44
CCN(CC)c1ccc(C(=S)N2CCN(c3ccccc3)CC2)cc1	x	x	i	-1	-0.04	1015	4%	2%	1.1	1.8	2.9	12	-3.1	921	i	34
O=S(=O)(c1ccc(Cl)cc1)c1cnc2ccccc2n1	4	695	i	-8	0.04	1232	-6%	-5%	1	6.8	1.3	7.6	-1.9	1066	i	55
CC(=O)c1ccc(OCCCC(=O)Nc2cc(S(=O)(=O)N(C)C)ccc2C)cc1	-1	532	i	6	-0.76	1432	3%	-12%	1.2	1.4	2.3	8.3	-0.7	1108	i	52
Cc1cccc([C@@H]2C[C@H]3CN(Cc4cccc(Cl)c4)C(=O)[C@]34CCCN24)n1	-30	727	i	-20	-1.3	1316	9%	2%	1.2	2.0	1.2	3.5	0.8	1108	i	58
CCOC(=O)c1cnn(-c2ccccc2)c1N	20	780	i	-1	0.97	948	6%	3%	1.2	1.8	0.8	1.1	x	x	i	21

Later entries
Molecule	Lipid droplet	Lipid droplet cells 6.5 µM	Autophagy HCS	Autophagy HCS cell loss 18 h	Insulin prom up	Insulin prom up cell count	human PMI inhibition	human PMI inhibitors	TNAP activation fold	MT stabilize HCS	MT stabilize HCS Hoechst-high %	MT stabilize HCS cytotoxicity %	bCat nuc transl	bCat nuc transl cell count 5 µM	T cell HTS	T cell HTS vesicle-bound %
Cc1nc(SCC(=O)NC(C)c2ccccc2)c2oc3ccccc3c2n1 (stereo not given)	0	720	i	1	0.67	1084	-1%	-7%	0.9	1.9	2.3	9.7	-5.3	1030	i	49
CCCCCC(=O)N1CC2(CC(c3cccc(NC(=O)c4ccccc4)c3)=NO2)C[C@@H]1C(N)=O (stereo not given in full)	x	x	i	-33	-0.31	1326	-1%	-2%	1.1	2.7	2.0	6.3	-0.7	1417	i	6
Cc1nc(-c2ccc(C(=O)Nc3ccccc3F)cc2)cs1	37	674	i	14	-0.52	1605	-3%	-4%	1.3	3.7	1.6	9.0	-2.2	1124	i	59
CC1CC(=O)N(c2ccc(Br)cc2)C(=O)C1	9	645	x	x	0.18	982	x	x	x	x	x	x	0.7	1243	i	56
COc1cc2c(cc1OC)C(C)N(C(=O)c1cc3c(s1)-c1ccccc1OC3)CC2 (stereo not given)	-17	719	i	11	1.2	1157	6%	13%	1	5.2	4.1	8.0	1.4	407	i	61
CC(=O)Nc1nnc(SCC(=O)NCC2CCCO2)s1 (stereo not given)	x	x	x	x	0.59	1059	-12%	-5%	1.1	x	x	x	-2.8	861	i	40
CC(C)(CSc1ccccn1)NS(=O)(=O)c1ccc(Cl)cc1	-3	686	i	3	0.45	1285	21%	5%	1.1	3.9	4.7	7.3	0.1	957	i	39
CC(C)C(=O)Nc1ccc(-c2nc3ccccc3c(=O)o2)cc1	18	677	i	16	-0.59	1439	-6%	-9%	1	4.1	1.0	8.0	-0.4	1116	i	34
CCCn1c(CC)nc([N+](=O)[O-])c1Sc1ccc(F)cc1	x	x	i	19	0.13	1471	8%	0%	1	2.3	1.7	5.6	-0.9	1256	i	42
Cc1ccc(NCc2nnc(SCC(=O)N(Cc3ccccc3)C(C)(C)C)o2)c(C)c1	-27	698	i	0	-0.14	1192	26%	18%	1	1.8	1.2	10	-0.7	1161	i	21
Cc1cccc(NS(=O)(=O)c2cc(C(=O)N3CCc4ccccc4C3)ccc2Cl)c1C	x	x	i	-15	-0.37	1318	4%	11%	1	3.0	1.3	7.2	3.2	1341	i	16
COc1ccccc1C1/C(=C(/O)c2ccc(C)cc2)C(=O)C(=O)N1Cc1ccco1 (stereo not given)	-12	609	i	-5	2	1489	6%	4%	1	4.5	2.1	5.5	-1.8	1093	i	38

The results go on:
Molecule	Lipid droplet	Lipid droplet cells 6.5 µM	Autophagy HCS	Autophagy HCS cell loss 18 h	Insulin prom up	Insulin prom up cell count	human PMI inhibition	human PMI inhibitors	TNAP activation fold	MT stabilize HCS	MT stabilize HCS Hoechst-high %	MT stabilize HCS cytotoxicity %	bCat nuc transl	bCat nuc transl cell count 5 µM	T cell HTS	T cell HTS vesicle-bound %
COc1ccccc1CNC(=O)/C=C/C(=O)O	3	773	x	x	-0.02	1435	x	x	x	x	x	x	-1.6	1020	i	15
COc1ccc(/C=N/NC(=O)C2C(=O)NCC2c2ccccc2)c(OC)c1 (stereo not given)	0	741	i	-1	-0.03	1296	2%	-2%	1.1	2.3	4.2	5.5	x	x	i	60
Cc1onc(-c2ccccc2Cl)c1C(=O)N1CCN(C/C=C/c2ccccc2)CC1	x	x	i	-8	-0.41	1088	-5%	-6%	1.1	3.6	3.3	7.0	-7.4	899	i	17
CCC(C)Nc1ncnc2c1cnn2Cc1ccc(Cl)cc1 (stereo not given)	x	x	i	0	1.8	937	-3%	-10%	1.2	6.4	2.6	2.2	-6.5	1164	i	37
O=S(=O)(Nc1ccc(Cc2ccncc2)cc1)c1ccc(Cl)cc1	6	688	i	7	-0.01	1572	x	x	1.1	2.1	1.4	13	1.2	1530	i	18
Cc1ccc(C)c(CN2CCCN(C(=O)Cn3ncc4c3-c3ccccc3OC4)C2)c1	x	x	i	10	0.2	1037	-1%	0%	1.1	2.4	3.9	5.7	x	x	i	34
COCCNc1oc(-c2ccccc2Cl)nc1C#N	x	x	i	3	-0.13	1011	-1%	-5%	1.2	2.2	2.8	7.9	x	x	i	46
CN(C)c1nccc(Nc2ccccc2)c1C#N	x	x	i	-7	-0.39	974	12%	8%	1.1	3.7	2.0	3.0	1.0	1149	i	1
O=c1oc2ccccc2c(Nc2cccc3cccnc23)c1[N+](=O)[O-]	9	678	i	-7	1.4	1365	-23%	28%	1	5.8	4.5	6.0	1.2	1466	i	52
COc1ccc(C(=O)Nc2ccc(Oc3nc(C)nc4sc(-c5ccccc5)cc34)cc2)cc1OC	32	627	i	-1	1.9	1284	17%	9%	1.1	7.1	5.5	0.2	-0.1	1103	i	60
COc1ccc(OC)c(/C=N/NC(=O)CSc2nnc(C)n2-c2ccccc2)c1	x	x	i	-6	0.15	1551	4%	-9%	1.1	1.6	1.9	4.9	-1.7	1372	i	61
COc1cc2[nH]c(=O)n(CCC(=O)N3CCc4ccccc4C3)c(=O)c2cc1OC	-7	767	i	4	x	x	-7%	1%	1	1.3	1.3	3.1	-6.9	1005	i	29

Remaining list, next part:
Molecule	Lipid droplet	Lipid droplet cells 6.5 µM	Autophagy HCS	Autophagy HCS cell loss 18 h	Insulin prom up	Insulin prom up cell count	human PMI inhibition	human PMI inhibitors	TNAP activation fold	MT stabilize HCS	MT stabilize HCS Hoechst-high %	MT stabilize HCS cytotoxicity %	bCat nuc transl	bCat nuc transl cell count 5 µM	T cell HTS	T cell HTS vesicle-bound %
Cc1c(/C=C(\C#N)c2nn(-c3ccccc3)c(N)c2C#N)c2ccccc2n1Cc1ccc(F)cc1	10	894	i	4	-0.11	972	8%	6%	1.1	4.7	8.5	13	-2.0	949	i	31
CCOC(=O)c1c[nH]c(=S)n1C	-5	745	x	x	-0.26	1408	x	x	x	x	x	x	-0.1	1108	i	36
O=C(O)CCCCCNC(=O)c1ccc(C(=O)NCCCCCC(=O)O)cc1	-24	641	x	x	-0.74	1009	x	x	x	x	x	x	-0.9	1299	i	46
c1ccc(-n2ncc3c(NCCN4CCCCC4)ncnc32)cc1	x	x	i	13	1.2	1145	-8%	-15%	1	3.4	2.2	3.1	-7.8	840	i	44

A stretch from the list above, for reference:
Molecule	Lipid droplet	Lipid droplet cells 6.5 µM	Autophagy HCS	Autophagy HCS cell loss 18 h	Insulin prom up	Insulin prom up cell count	human PMI inhibition	human PMI inhibitors	TNAP activation fold	MT stabilize HCS	MT stabilize HCS Hoechst-high %	MT stabilize HCS cytotoxicity %	bCat nuc transl	bCat nuc transl cell count 5 µM	T cell HTS	T cell HTS vesicle-bound %
COc1cc2[nH]c(=O)n(CCC(=O)N3CCc4ccccc4C3)c(=O)c2cc1OC	-7	767	i	4	x	x	-7%	1%	1	1.3	1.3	3.1	-6.9	1005	i	29
Cc1c(/C=C(\C#N)c2nn(-c3ccccc3)c(N)c2C#N)c2ccccc2n1Cc1ccc(F)cc1	10	894	i	4	-0.11	972	8%	6%	1.1	4.7	8.5	13	-2.0	949	i	31
